SUMO Mot1 rescue: yeast Mot1-301 growth rescue at high temperature, primary screen, SUMOylation pathway inhibitor project, S. cerevisiae, ATP luminescence, 38.5C. S. cerevisiae Mot1-301 growth rescue; percent above DMSO median, 100 means doubled. growth rescue, % at 18.8 µM. 320,000 compounds, 1% hits;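 active means every valid replicate shows activation above 250% relative to neutral control wells; inactive means the rest, any valid replicate at or below 250%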;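 further: OY570 slx delta 5 strain wells were the positive control but not used for scaling; some compounds called inactive have numbers as strong as hits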
OPRM1-OPRD1 inv: inverse agonists of MOR-DOR heterodimerization, primary screen, cell-based, luminescence. Mu-type opioid receptor (Homo sapiens) + Delta-type opioid receptor (Homo sapiens), …. cell-based MOR-DOR heterodimer luminescence, inverse agonism. inhibition, % at 9.3 µM. 340,000 compounds, 0.21% hits; in the data active means inhibition above about 22%, passing the limit was not always enough;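 further: 0% = cells with DMSO and 100% = wells without cells with DMSO; values of inactives mirror those of a sister screen read the other way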
Target sequence (P35372 whole entry, looked up): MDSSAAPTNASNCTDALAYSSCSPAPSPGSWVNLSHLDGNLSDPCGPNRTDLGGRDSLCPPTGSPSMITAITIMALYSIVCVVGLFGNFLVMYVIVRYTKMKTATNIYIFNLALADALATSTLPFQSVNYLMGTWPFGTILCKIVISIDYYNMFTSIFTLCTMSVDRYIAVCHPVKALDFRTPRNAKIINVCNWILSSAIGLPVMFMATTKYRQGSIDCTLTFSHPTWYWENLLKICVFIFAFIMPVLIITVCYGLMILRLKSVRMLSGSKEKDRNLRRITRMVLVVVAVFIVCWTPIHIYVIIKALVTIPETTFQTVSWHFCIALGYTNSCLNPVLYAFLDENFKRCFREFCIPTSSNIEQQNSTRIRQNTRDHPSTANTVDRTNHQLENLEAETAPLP
Target sequence (P41143 whole entry, looked up): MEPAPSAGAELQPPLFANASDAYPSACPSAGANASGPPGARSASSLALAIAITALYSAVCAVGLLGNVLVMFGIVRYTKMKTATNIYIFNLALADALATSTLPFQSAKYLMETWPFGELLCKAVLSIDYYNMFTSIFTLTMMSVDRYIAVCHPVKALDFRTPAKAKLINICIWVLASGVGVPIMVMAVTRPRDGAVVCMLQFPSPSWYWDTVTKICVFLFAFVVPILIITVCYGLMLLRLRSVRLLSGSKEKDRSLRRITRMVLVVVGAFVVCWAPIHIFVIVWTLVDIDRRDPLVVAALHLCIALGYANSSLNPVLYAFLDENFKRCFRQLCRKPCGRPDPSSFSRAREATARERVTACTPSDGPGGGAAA
phage Ecoli inh: growth loss of phage-infected E. coli, primary screen, RecBCD inhibitor project, absorbance, with phage, HTS; inhibition, % at 11.9 µM; AID 651602, 2012; 360,000 compounds, 0.26% hits; in the data active means inhibition above about 11%
DSG3 Ab inh: inhibitors of pemphigus antibody binding to DSG3, primary screen, biochemical, bead-based, flow cytometry, scFv-GFP; DSG3-coupled beads, scFv-anti-DSG3-GFP binding; stronger effect = lower value; binding (percent of control), % at 10 µM; 310,000 compounds, 0.48% hits; AID 588358, 2011;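 active means binding more than 3 SD below its plate's average and above zero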; further: some compounds called inactive have numbers as strong as hits
Tat transport: E. coli Tat export inhibitors, primary screen, MC4100, TorA-mCherry reporter, fluorescence, single point | inhibition, % at 10 µM | 340,000 compounds, 0.036% hits;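 active means mean replicate inhibition at least 50% and at least half of replicates individually reaching 50%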;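 further: exported cargo escapes ClpAP degradation while cytoplasmic cargo is degraded and loses fluorescence; 0% = median of neutral control wells and 100% = median of NaSCN control wells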
AddAB inh: growth inhibition of E. coli expressing H. pylori AddAB, primary screen, AddAB inhibitor project, absorbance. inhibition, % at 11.9 µM. 330,000 compounds, 0.29% hits. AID 435030, 2010; in the data active means inhibition above about 12%;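 further: 0% = vehicle wells of infected cells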
PKA-R1A act: activators of PKA-R1A holoenzyme, primary screen, biochemical, fluorescence polarization, Cy5-IP20, bovine R1A, mouse PKAc; AID 504707, 2011; PKA-R1A dissociation; scaled: DMSO 0%, 113 µM cGMP 100%; cAMP-dependent protein kinase type I-alpha regulatory subunit (Bos taurus) + …; activation, % at 11.4 µM; 340,000 compounds, 0.083% hits;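 active means percent activation above the mean of all tested compounds plus 3 SD, cut at about 19% in these data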;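 further: higher means more PKAc released from R1A so a rise in polarization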
E coli growth: E. coli V3065 growth inhibition, primary screen, counter-screen for AddAB inhibitor project, absorbance, OD600. 18 h. inhibition, % at 11.9 µM. 330,000 compounds, 0.27% hits. AID 449728, 2010;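 active means inhibition above the campaign's mean inhibition across all tested compounds plus 3 SD, cut at about 9.9% in these data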;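 further: uninfected addAB+ strain grown without phage in ampicillin broth; 0% = DMSO wells and 100% = ciprofloxacin 0.95 µg/ml wells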
OPRM1-OPRD1 ag: agonists of OPRM1-OPRD1 heterodimerization, primary screen, cell-based, luminescence; Mu-type opioid receptor (Homo sapiens) + Delta-type opioid receptor (Homo sapiens), …; cells; activation, % at 9.3 µM; 340,000 compounds, 0.3% hits; AID 504326, 2011; in the data active means activation above about 18%;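 further: 0% = vehicle-treated cells and 100% = reference agonist; values of inactives mirror those of a sister screen read the other way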
PfHsp90 yeast 2: growth inhibition of PfHsp90-expressing yeast, primary screen, antimalarial PfHsp90 inhibitor project, S. cerevisiae, BacTiter-Glo luminescence, single point, set 2. BacTiter-Glo ATP, 48 h; yeast lacking PDR1 and PDR3 efflux regulators. inhibition, % at 9.4 µM. 310,000 compounds, 0.32% hits. AID 504621, 2011;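 active means every replicate shows inhibition above about 80%, whatever the replicate mean, limit read from the data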;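 further: 0% = DMSO neutral controls and 100% = 20 µM radicicol positive controls; yeast relying on Plasmodium falciparum Hsp90 in place of its own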
Arrestin-AP2 inh: inhibitors of beta-arrestin/AP2 binding, primary screen, biochemical, GPCR trafficking, flow cytometry; FITC-arrestin peptide / GST-AP2 beads; AP2 beta2 appendage carries R879A mutation; inhibition, % at 10 µM; 340,000 compounds, 0.31% hits;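 active means inhibition above a set limit, near 3 SD of compounds lacking own fluorescence, cut at about 54% in these data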;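 further: plate controls were DMSO wells for no effect and 5 µM unlabelled arrestin peptide for full effect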
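Test system: GST-tagged AP2 beta2-adaptin appendage (R879A) on 4 µm glutathione beads; also added: fluorescein-tagged arrestin peptide at 50 nM final; timing: 12 min plus 1 h, RT; signal: flow cytometry, FL1 (488/535 nm); read-out: percent drop in bead-associated FITC signal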
Numbers without * were called inactive; / = no result given.

SMILES	SUMO Mot1 rescue	OPRM1-OPRD1 inv	phage Ecoli inh	DSG3 Ab inh	Tat transport	AddAB inh	PKA-R1A act	E coli growth	OPRM1-OPRD1 ag	PfHsp90 yeast 2	Arrestin-AP2 inh
CC(OC(=O)c1cc(=O)c2ccccc2o1)C(=O)c1ccccc1 (stereo not drawn)	3.2	5.6	5.6	100.5	-2.9	2.4	-10.0	1.1	-1.1	-2.6	-5.9
COc1ccc(N2CCN(C(=O)COc3ccc(Cl)cc3Cl)CC2)cc1	-8.4	-14.0	3.4	103.6	6.4	-0.2	-17.4	-2.2	3.3	1.1	-5.8
O=P(c1ccccc1)(c1ccccc1)c1nc(-c2ccccc2)oc1NCc1ccccc1	-2.9	12.9	0.1	96.9	5.8	-3.0	-13.1	-1.4	-2.5	10.8	52.7
Cc1cccc(CCNS(=O)(=O)c2ccc3c(c2)n(C)c(=O)c(=O)n3C)c1	-8.8	13.1	2.4	101.4	1.3	-0.2	-5.8	0.2	-2.5	-3.2	24.2
Cn1c(=O)c(C(=O)CCl)c(N)n(Cc2ccccc2)c1=O	10.1	0.3	3.0	88.5	-9.2	2.1	-7.1	1.4	-0.1	3.5	29.1
COc1cccc(N2CCN(C(=O)CCNS(=O)(=O)c3ccc(F)c(F)c3)CC2)c1	28.8	16.6	0.1	102.3	-5.8	-2.5	-17.7	-1.5	-3.9	/	3.9
Cn1c(SCC(=O)Nc2cccc(C(=O)O)c2)nnc1-c1cc2cc(Br)ccc2o1	-6.4	-14.4	3.2	99.7	-2.4	3.2	-4.6	0.7	2.9	-11.4	20.4
COc1ccc(CNC(=O)c2ccc(SC)cc2OC)cc1	23.9	17.0	4.5	95.6	11.6	0.2	-6.6	0.2	-2.8	-0.7	-10.8
CN(CC(=O)Nc1ccc(Cl)cc1)C(=O)c1ccc(-n2cncn2)c([N+](=O)[O-])c1	0.5	16.0	0.8	103.2	-1.1	1.2	-14.8	0.6	-3.1	-12.9	-9.9
CCCC(NS(=O)(=O)c1ccc(C)cc1)C(=O)O (stereo not drawn)	0.0	10.9	-0.1	105.7	-4.5	-1.9	-3.6	0.3	-2.1	56.4	0.5
COc1cc(C(=O)N2CCN(C(=O)COc3ccc4ccccc4c3)CC2)cc(OC)c1OC	6.1	10.7	-0.8	104.2	-0.6	-3.2	-2.9	-1.4	-2.0	10.1	-1.5
O=C(O)c1ccc(OCc2cn3ccccc3n2)cc1	-8.5	4.2	-0.1	97.8	14.4	1.3	-10.0	1.6	-0.8	-14.2	37.3
COc1cc(/C=C/C(=O)O)cc(S(=O)(=O)Nc2cccc(SC)c2)c1OC	40.5	1.7	2.1	92.5	-2.4	5.6	5.1	1.0	-0.3	-29.7	-3.3
c1ccc(Cc2nc(-c3ccccn3)no2)cc1	-2.7	5.9	0.1	99.5	-7.2	2.3	-4.1	0.7	-1.1	21.0	4.2
Cc1cc(S(=O)(=O)NCC(C)C)ccc1OCC(=O)NCc1ccco1	-8.1	17.3	2.9	94.4	-1.0	1.5	-8.7	-1.7	-3.4	13.7	-11.6
COC(=O)CN1C(=O)C(O)(CC(=O)c2ccc(Cl)cc2)c2ccccc21 (stereo not drawn)	-5.7	32.1	2.6	109.0	9.0	2.6	7.7	1.1	-6.3	3.7	0.0
Cc1cc(C)n(Cc2ccc(C(=O)NN)o2)n1	-0.5	6.7	-0.4	108.8	10.7	-0.2	-8.3	-0.2	-1.4	4.4	-10.4
CNc1nc(OCC#N)nc(N2CCCCC2)n1	4.5	-3.1	3.3	107.3	5.6	3.5	9.1	-2.8	0.4	9.4	9.1
CCC1SC2=NCCN2C1(O)c1ccc(Cl)cc1 (stereo not drawn)	78.4	10.9	2.9	103.0	-1.8	1.0	1.1	0.0	-2.1	/	-7.2
CCOc1ccc(-c2nnn(CC(=O)NCc3ccc4c(c3)OCO4)n2)cc1	77.3	11.9	-1.6	101.6	-2.3	1.3	-11.6	-0.6	-2.1	15.2	13.2
O=C(O)c1ccc(NC(=O)C2C3CCC(C3)C2C(=O)O)cc1 (stereo not drawn)	-14.8	5.0	1.9	101.4	-8.9	4.3	-8.6	2.6	-1.2	5.2	8.9
C[C@]1(C(=O)NCCN2CCOCC2)C=C[C@@H](Cc2ccccc2)N1C(=O)c1ccccc1	6.6	7.2	2.3	103.2	-2.1	2.8	-5.9	-1.0	-1.3	9.5	-2.4
COc1ccc(OCC(O)CNC(=O)c2ccc(C)cc2)cc1 (stereo not drawn)	-1.3	8.1	3.4	/	-6.6	-1.6	1.7	-1.6	-1.6	-5.3	-13.6
CCOc1ccccc1Oc1nc(-c2ccccc2O)nc2ccccc12	-12.3	-6.7	-0.2	94.7	-4.6	-1.7	2.9	-1.1	1.2	11.4	-5.2
COc1cc2c(cc1OC)C1C/C(=N\O)C(CC(C)C)CN1CC2 (stereo not drawn)	17.7	8.2	2.5	107.6	-9.2	0.9	-5.2	0.6	-1.4	7.4	-3.4
COc1cccc(NCc2cc(=O)oc3cc(C)c(C(C)C)cc23)c1	19.8	-5.8	1.1	91.2	-1.7	-1.6	3.8	-0.2	1.0	-6.8	-3.1
COC(=O)c1cc(C(=O)Nc2nnc(CC(C)C)s2)cc([N+](=O)[O-])c1	-9.8	8.3	2.3	/	-4.9	1.4	-6.3	0.9	-1.5	-7.9	-1.4
O=C(Nc1cccc(C(F)(F)F)c1)C(SCCO)c1ccccc1 (stereo not drawn)	-14.8	-3.4	3.0	97.2	-3.2	3.2	-1.8	2.2	0.7	-4.0	2.4
COc1ccc(C(=O)NC(NC(=O)c2ccc(OC)c(OC)c2)c2ccccc2F)cc1OC	1.8	15.6	3.1	77.1	-4.3	-1.7	-9.8	-0.7	-3.1	-18.0	-7.7
CC(C)OP(=O)(OC(C)C)C(O)c1ccc2c(c1)OCO2 (stereo not drawn)	-0.8	12.4	2.9	103.9	-0.4	0.8	-1.4	-1.3	-2.1	-10.2	-3.1
COc1ccc(NC(=O)c2nc(C)c(C3(C)CC(c4ccccc4)=NO3)s2)cc1 (stereo not drawn)	0.6	13.2	5.5	107.0	2.8	7.8	4.6	2.2	-2.9	14.0	0.8
O=C(Nc1ccccc1)N(O)c1ccc(Cl)cc1	3.7	13.9	2.2	99.8	5.8	0.4	-0.1	1.8	-2.6	-4.4	1.5
CSc1ccccc1NC(=O)Nc1ccccc1Cl	-18.0	2.5	4.4	104.0	3.3	1.5	6.0	0.8	-0.5	-7.3	-4.6
COC(=O)c1ccc(C(=S)NCC2(N(C)C)CCCCC2)cc1	-12.6	-199.1	3.1	104.3	-8.1	2.0	-1.5	0.3	37.3*	-6.6	-4.3
COc1cccc(NC(=O)c2cnn(-c3ccccc3)c2C)c1	-11.7	-1.3	5.1	90.8	2.8	0.8	-6.1	-2.5	0.3	14.6	16.1
CCOC(=O)Cn1c(-c2ccc(OC)cc2)c(-c2ccc(OC)cc2)nnc1=O	4.4	8.3	-1.2	136.2	2.9	4.0	-2.3	-3.5	-1.7	8.9	7.4
O=C(NCCc1ccc2c(c1)OCCO2)c1ccccc1F	-10.5	-36.0	4.0	96.8	-6.0	3.9	-3.6	0.5	6.0	10.1	3.8
CC(C)(C)C1=Nn2c(nnc2-c2n[nH]c3c2CCC3)SC1	-4.4	15.1	1.2	99.8	1.2	3.4	6.7	-1.7	-2.6	-23.3	-9.0
Clc1ccc(Nc2nc(C3CC3)cs2)cc1	191.5	-11.6	1.8	103.1	-0.7	2.5	-5.5	1.6	1.9	-18.0	17.7
O=C1OCc2cc(NC(=O)C3CCCO3)ccc21 (stereo not drawn)	18.8	2.9	1.2	94.0	-5.8	2.4	-15.8	-0.7	-0.6	/	11.0
COC(=O)CNc1nc(Cl)nc(NC2CCCCC2)n1	82.7	11.1	3.8	117.7	-1.9	/	0.6	/	-2.2	-18.8	-1.2
CCOC(=O)c1cccc(NC(=O)CNC(=O)C2CCCCC2)c1	-5.6	5.6	1.3	118.4	-1.2	2.3	-7.7	-2.1	-1.0	-4.3	34.1
CCCN1Cc2cccc(C(=O)NCCc3cccc(C)c3)c2C1=O	-16.0	12.5	2.3	91.3	3.9	1.4	-2.1	0.3	-2.8	-7.3	34.4
CC1(C)CC(=O)C(C=NCc2ccccn2)=C(O)C1	426.1	-6.9	-0.8	92.9	-7.9	3.4	-11.3	1.4	1.1	-11.2	-13.7
NNC(=O)c1nnsc1-c1csnn1	/	13.1	-0.9	/	-15.8	/	0.1	/	-2.7	-10.4	-7.6
COc1ccccc1NC(=O)C1CCCN(C(=O)NCc2ccccc2)C1 (stereo not drawn)	-10.9	-4.6	0.5	101.0	-1.9	4.6	15.9	-1.4	0.7	4.5	25.3
Fc1ccc(NC(=S)Nc2nccs2)cc1	2.6	29.1*	-1.6	107.2	7.6	-1.2	-5.5	-2.6	-5.8	-45.1	-14.9
O=C(O)CCc1nc2cc(Cl)ccc2n(Cc2ccccc2)c1=O	-3.1	7.4	4.3	99.6	3.2	2.5	-4.8	1.1	-1.4	1.1	12.3
CCC1C(=O)Nc2ccccc2N1C(=O)c1ccc(Cl)nc1 (stereo not drawn)	4.7	8.9	5.7	89.1	-6.3	2.0	5.0	0.8	-1.8	-7.2	46.3
CCOc1ccccc1N(C(=O)c1snc(C(N)=O)c1N)C(C(=O)NCC1CCCO1)c1ccc2ncccc2c1 (stereo not drawn)	1.4	7.7	2.3	94.5	-2.5	2.2	6.3	0.4	-1.1	-14.9	-1.6
CN(CC(=O)Nc1ccc(Cl)cc1)C(=O)CCC1CCCC1	-11.8	6.2	0.7	100.3	-9.2	-0.4	3.3	-1.1	-1.2	-23.8	-1.3
O=[N+]([O-])c1ccc(O)c(CSc2nnnn2-c2ccccc2)c1	-11.1	18.7	1.0	109.3	10.5	3.1	-6.0	-0.9	-3.7	2.5	19.2

Screening results (PubChem)
